Rat MKP-3 inhibitors – MKP-3 phosphatase inhibitors, primary screen, biochemical, rat enzyme, in vitro (AID 425); one-dose inhibition, % at 20 µM; IC50 in µM for titrated hits; recombinant MKP-3 phosphatase activity, fluorescence; higher % means a stronger effect; Dual specificity protein phosphatase 6 (Rattus norvegicus); 0.17% of 110,000 active; in the data active = inhibition above about 50%;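 also: plate controls were vehicle for no effect and reference inhibitor for full effect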
Hsp70 displacement – Hsp70 inhibitors, probe displacement, primary screen, biochemical, fluorescence polarization (AID 583); Hsp70 fluorescence polarization probe displacement, mP; higher % means a stronger effect; displacement, % at 20 µM, or IC50 in µM where a hit was titrated; 0.06% of 140,000 active; Heat shock 70 kDa protein 1A (Homo sapiens); in the data active = displacement above about 50%;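 also: plate controls were vehicle for no effect and reference ligand for full effect; a part of the inactive calls stands beside numbers as strong as those of hits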
Active calls of the source: *; . = not tested or not shown.

No.	compound	Rat MKP-3 inhibitors	Hsp70 displacement
1	CCOC(=O)c1cc2sc(C)cc2n1CC(=O)NCCc1ccccc1	0%	3.7%
2	Cc1ccc(C)c(OCC(=O)O/N=C(\N)c2ccccn2)c1	.	7.0%
3	COC(=O)c1cccc(Cn2nnc3ccccc3c2=O)c1	-14%	-0.4%
4	Cc1c(C)c2cc(Cl)c(O)c(CN(C)C)c2oc1=O	-5%	2.4%
5	CCOC(=O)C1=C(N)Oc2cc(C)n(CCc3ccc(OC)c(OC)c3)c(=O)c2C1c1cccnc1 (centres undefined)	8%	0.8%
6	Cc1ccc(Oc2nc3ccccc3n3cnnc23)cc1	1%	-2.2%
7	CCOC(=O)N1CCC(NC(=O)c2cc3c(-c4ccc(Cl)cc4)nn(C)c3s2)CC1	-6%	-4.0%
8	CCN(CC)C(=O)CSc1nc2ccccc2c(=O)n1CC1CCCCC1	-2%	0.4%
9	CCOc1cccc(C(=O)Nc2nnc(COc3ccc(Cl)cc3)s2)c1	-2%	-0.4%
10	O=C(O)c1ccc(Oc2ccc3c(c2)C(=O)N(c2ccc([N+](=O)[O-])cc2)C3=O)cc1	0%	-3.0%
11	CCOC(=O)N1CCN(C(=O)CSc2nnc(COc3ccc(Cl)cc3)o2)CC1	-1%	12%
12	CCN(CC)CCN1C(=O)C(=O)/C(=C(/O)c2cnn(-c3ccccc3)c2C)C1c1ccc(C)o1 (centres undefined)	.	-3.3%
13	CCCOc1ccc(C2Nc3ccccc3NC3=C2C(=O)CC(c2ccc(OC)cc2)C3)cc1OC (centres undefined)	4%	-1.9%
14	NNC(=O)C1C(=O)NCC1c1ccccc1 (centres undefined)	0%	3.3%
15	CC1(C)CC(=O)C2=C(C1)OC1=C(C(=O)CC(C)(C)C1)C2c1cccc(O)c1	-1%	5.8%
16	CC1=NN(C(=O)Cc2ccc([N+](=O)[O-])cc2)C(O)(c2ccccc2)C1 (centres undefined)	.	2.9%
17	Cc1ccc(NC(=O)/C=C/c2cccc([N+](=O)[O-])c2)cc1	1%	-1.4%
18	CCC(CO)N=Cc1ccc(Cl)cc1 (centres undefined)	-1%	-1.1%
19	Nc1nc(SCCN2C(=O)c3ccccc3C2=O)n[nH]1	.	-0.3%
20	COC(=O)c1ccccc1NC(=O)C1CCCC1	-24%	-0.8%
21	CCCCS(=O)(=O)Nc1ccc2c(c1)ncn2C1CCCCC1	-7%	-0.5%
22	O=C(CN1C(=O)NC2(CCCC2)C1=O)NCCC1=CCCCC1	.	0.7%
23	O=C(O)c1ccc(CNC(=S)Nc2ccccc2)cc1	2%	-3.6%
24	CC(=O)Nc1ccccc1NC(=O)c1cccc(I)c1	2%	-2.1%

A run of entries from the list above:
No.	compound	Rat MKP-3 inhibitors	Hsp70 displacement
5	CCOC(=O)C1=C(N)Oc2cc(C)n(CCc3ccc(OC)c(OC)c3)c(=O)c2C1c1cccnc1 (centres undefined)	8%	0.8%
6	Cc1ccc(Oc2nc3ccccc3n3cnnc23)cc1	1%	-2.2%
7	CCOC(=O)N1CCC(NC(=O)c2cc3c(-c4ccc(Cl)cc4)nn(C)c3s2)CC1	-6%	-4.0%
8	CCN(CC)C(=O)CSc1nc2ccccc2c(=O)n1CC1CCCCC1	-2%	0.4%
9	CCOc1cccc(C(=O)Nc2nnc(COc3ccc(Cl)cc3)s2)c1	-2%	-0.4%
10	O=C(O)c1ccc(Oc2ccc3c(c2)C(=O)N(c2ccc([N+](=O)[O-])cc2)C3=O)cc1	0%	-3.0%
11	CCOC(=O)N1CCN(C(=O)CSc2nnc(COc3ccc(Cl)cc3)o2)CC1	-1%	12%
12	CCN(CC)CCN1C(=O)C(=O)/C(=C(/O)c2cnn(-c3ccccc3)c2C)C1c1ccc(C)o1 (centres undefined)	.	-3.3%
13	CCCOc1ccc(C2Nc3ccccc3NC3=C2C(=O)CC(c2ccc(OC)cc2)C3)cc1OC (centres undefined)	4%	-1.9%
14	NNC(=O)C1C(=O)NCC1c1ccccc1 (centres undefined)	0%	3.3%
15	CC1(C)CC(=O)C2=C(C1)OC1=C(C(=O)CC(C)(C)C1)C2c1cccc(O)c1	-1%	5.8%
16	CC1=NN(C(=O)Cc2ccc([N+](=O)[O-])cc2)C(O)(c2ccccc2)C1 (centres undefined)	.	2.9%
17	Cc1ccc(NC(=O)/C=C/c2cccc([N+](=O)[O-])c2)cc1	1%	-1.4%
18	CCC(CO)N=Cc1ccc(Cl)cc1 (centres undefined)	-1%	-1.1%
19	Nc1nc(SCCN2C(=O)c3ccccc3C2=O)n[nH]1	.	-0.3%
20	COC(=O)c1ccccc1NC(=O)C1CCCC1	-24%	-0.8%
21	CCCCS(=O)(=O)Nc1ccc2c(c1)ncn2C1CCCCC1	-7%	-0.5%
22	O=C(CN1C(=O)NC2(CCCC2)C1=O)NCCC1=CCCCC1	.	0.7%
23	O=C(O)c1ccc(CNC(=S)Nc2ccccc2)cc1	2%	-3.6%

Next section:
No.	compound	Rat MKP-3 inhibitors	Hsp70 displacement
25	C=CCn1c(SCCOc2ccc(OC)cc2)nnc1C(CO)NC(=O)c1ccc(OC)cc1 (centres undefined)	.	-1.7%
26	Cc1ccccc1N(CC(=O)NCC(C)c1ccccc1)S(=O)(=O)c1ccccc1 (centres undefined)	2%	-2.0%
27	O=C(Nc1ccc(Cl)cc1)Nc1nnc(COc2ccc(Cl)cc2Cl)s1	1%	0.8%
28	COc1cc(/C=C(/C#N)C(=O)Nc2cccc(Br)c2)cc([N+](=O)[O-])c1O	6%	8.2%
29	COc1cccc(OC)c1C(=O)Nc1ccccc1NC(C)=O	3%	-3.9%
30	CC1CCCCN1CCNC(=O)c1cnn2ccccc12 (centres undefined)	-14%	1.0%
31	COc1ccc(Br)cc1/C(C)=N/NC1=NCCN1	.	3.8%
32	O=C(CSc1nnc(-c2cccs2)o1)N1CCc2ccccc21	-1%	-2.3%

Looked up above.
Under Hsp70 displacement, compound 8 has the entry 0.4%
Under Hsp70 displacement, compound 19 has the entry -0.3%

Additional compounds:
No.	compound	Rat MKP-3 inhibitors	Hsp70 displacement
33	Cc1ccc(-n2nc3c(c2NC(=O)c2c(-c4ccccc4Cl)noc2C)CSC3)cc1	-3%	-2.7%
34	CC(/C=C/c1ccccc1)=N\N=C1\NC(=O)C(Cc2ccccc2)S1 (centres undefined)	4%	-6.0%
35	CC(=O)Nc1ccc(S(=O)(=O)Nc2cccc(C(=O)NC(C)(C)C)c2)cc1	-1%	-4.7%
36	COCCNC(=O)COc1ccc(C)cc1Br	4%	-2.0%
37	C1CCC(n2nnnc2CN2CCN(C3CCCC3)CC2)CC1	-5%	3.5%
38	CCOc1ccccc1N1CCN(C(=O)C2c3ccccc3Oc3ccccc32)CC1	.	1.1%
39	O=C1NC(=S)S/C1=C/c1ccc(-c2ccc(C(=O)O)c(Cl)c2)o1	1%	-5.1%
40	O=C(O)c1ccccc1NS(=O)(=O)c1ccc2c3c(cccc13)C(=O)N2	-10%	.
41	COC(=O)c1cccc(N2C(=O)c3ccccc3S2(=O)=O)c1	0%	1.1%
42	COc1ccc(CNS(=O)(=O)c2ccc3ccccc3c2)cc1	1%	2.8%
43	Cc1ccc(-n2nnnc2SCC(=O)N2CCN(C(=O)c3ccco3)CC2)c(C)c1	-10%	1.9%
44	Cc1cccc(OCC(=O)n2cnnc2N)c1	2%	-2.2%
45	O=C(Nc1ccccc1)N1CCN(c2ccc(C(F)(F)F)cn2)CC1	.	3.4%
46	O=C(Nc1ccc(Cl)cc1)NC1CCCCCCC1	0%	-2.1%
47	CCOc1cccc(/C=N/NC(=O)CSc2nc3ccccc3n2Cc2ccccc2)c1O	8%	-11%
48	COc1cccc(NC(=O)C2CCCN(S(=O)(=O)c3ccc(-n4cnnn4)cc3)C2)c1 (centres undefined)	-2%	-6.9%
49	O=C(COc1ncnc2ccccc12)NC(=O)NCc1ccccc1	-7%	0.1%
50	COc1ccc(C2c3sc(=O)[nH]c3SC3C4CCC(C4)C23)cc1OC (centres undefined)	.	8.6%
51	Cc1cccc2nc(CNc3ccc(F)cc3)cn12	-8%	1.3%
52	S=c1nc(COc2ccc(Cl)cc2Cl)[nH][nH]1	1%	0.7%
53	Cc1ccc(S(=O)(=O)/N=C(\CSC(N)=O)Nc2ccccc2)cc1	.	-3.3%
54	COC(=O)C(CC(C)C)NC(=O)c1cc(OC)c(OC)c(OC)c1 (centres undefined)	4%	0.4%
55	CCOC(=O)N1CCN(C(=O)c2cc3sccc3n2C)CC1	0%	-4.0%
56	CCCC(=O)Nc1ccc(-c2nc3ncccc3o2)cc1	4%	-2.9%
57	Oc1ccc(Nc2nc3nonc3nc2Nc2ccccc2)cc1	2%	1.7%
58	CC(C)(C)C(=O)[C@@H]1[C@@H]2C(=O)N(Cc3ccccc3)C(=O)[C@@H]2[C@H]2c3ccccc3C=CN12	.	5.1%
59	COc1ccc(OC)c(NC(=O)CNC(=O)Cn2cnc3ccccc3c2=O)c1	4%	7.4%
60	O=C1CSC(=S)N1/N=C/c1ccc(Br)cc1	3%	-1.9%
61	O=[N+]([O-])c1ccc(NCCCNS(=O)(=O)c2ccc(Cl)cc2)cc1	-2%	3.1%
62	COCCn1c(-c2ccc(Cl)cc2)cnc1SCC(=O)NCc1cccs1	-13%	-1.9%
63	COc1ccccc1N1CCN(C(=O)c2ccc(N(Cc3ccccc3)S(C)(=O)=O)cc2)CC1	4%	-1.6%
64	CCOC(=O)c1ccc(N/C(N)=N/c2nc(C(F)(F)F)cc(=O)[nH]2)cc1	-1%	-2.0%
65	O=C(Nc1ccccc1[N+](=O)[O-])c1ccc2ccccc2n1	6%	-3.4%
66	CCOc1ccc(Nc2nc(Cc3nnc(SCC(=O)NCC4CCCO4)n3C)cs2)cc1 (centres undefined)	-3%	1.0%
67	Clc1ccc(Nc2nc(-c3cccs3)cs2)cc1	0%	-1.0%

From PubChem BioAssay

Some of the compounds tested. The share of hits here may be higher or lower than overall.
